# Screens deposited in PubChem BioAssay by National Center for Advancing Translational Sciences (NCATS).
# Glioma ERSR ind: induces the endoplasmic reticulum stress response in human glioma cells | hit rate 0.02% among 420,000 | U87-MG GRP78 promoter luciferase reporter, 16 h | Potency, µM, for the others: top-dose activation, usual class: activators; also: potency is read from the fitted curve at half-maximal effect; series mostly up to about 76 µM; % of control where 0% means no effect; nearly all actives have a fitted effect of over 35% in size
#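 ERSR induction read as luciferase luminescence (Bright-Glo, 10 min at room temperature) in stably transfected human U87-MG glioma cells exposed to compounds for 16 h, using GRP78 as sensor.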
# D2 antagonist: antagonists of human D2 dopamine receptor. HEK293 TREx D2 cells, calcium flux, dopamine EC80. inhibition, % at 10 µM. AID 485344. hit rate 2% among 340,000. P14416; in the data active = inhibition above about 30%; also: 0% is about no effect
#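 Cells plated overnight at 30 C with tetracycline; no-wash calcium dye, 30–90 min RT; 10 s baseline; compound pinned; 180 s read; EC80 dopamine added; another 180 s read.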
# D2 agonist: D2 dopamine receptor (human) agonism. AID 485358. activation, % at 2 µM. HEK293 T-REx D2 cells, calcium flux agonist mode. hit rate 0.53% among 340,000. P14416;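 active = activation over 3 SD above normal in the single-dose calcium agonist read, cut at about 30% in these data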; also: 0% is about no effect
#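 Tetracycline-induced HEK293 T-REx cells with force-coupled D2 receptor, plated overnight at 30 C, loaded with no-wash calcium dye. After a 10 s baseline, compound was pin-added and calcium flux read kinetically for 180 s; calcium rises flagged agonists.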
# Vif-APOBEC3G blk: Vif-A3G binding inhibition. Q9HC16. HeLa A3G-eYFP + Vif (tagged APOBEC3G with the HIV-1 protein that degrades it), YFP fluorescence, overnight. Potency, µM (series often up to 46.1 µM), inactives show at the top dose activity, negative = active, hits mostly inhibitors. hit rate 0.076% among 410,000. AID 602310;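 also: potency is read from the fitted curve at half-maximal effect; % is scaled to controls: 0 for no effect and ±100 for the full control effect; nearly all actives have a fitted effect of over 60% in size; hits raise eYFP signal because A3G escapes Vif-driven loss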
# Target sequence (Q9HC16 whole entry, looked up): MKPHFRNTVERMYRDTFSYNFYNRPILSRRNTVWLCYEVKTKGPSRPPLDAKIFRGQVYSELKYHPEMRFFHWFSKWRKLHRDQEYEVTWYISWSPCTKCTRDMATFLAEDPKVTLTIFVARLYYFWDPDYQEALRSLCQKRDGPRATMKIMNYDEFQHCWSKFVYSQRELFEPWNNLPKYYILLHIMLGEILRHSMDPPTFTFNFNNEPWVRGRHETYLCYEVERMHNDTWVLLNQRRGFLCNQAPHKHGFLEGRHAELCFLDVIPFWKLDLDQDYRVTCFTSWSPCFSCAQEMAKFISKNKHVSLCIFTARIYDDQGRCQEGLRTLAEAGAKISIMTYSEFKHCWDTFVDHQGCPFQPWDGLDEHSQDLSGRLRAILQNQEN
#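 Read-out is eYFP fluorescence (Ex 488/Em 500-530) from Vif-expressing HeLa A3G-eYFP cells; more signal means A3G escaped Vif-mediated degradation. Cells plated overnight, compound pinned in, incubated overnight at 37 deg C.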
# ERG-DNA inh: ERG Ets/DNA interaction inhibition. fluorescence polarization, His-ERG Ets domain / labelled DNA. Potency, µM (titrated, usually from 76.9 µM), for inactives: at the top dose FP activity, negative = inhibition, most hits filed as inhibitors. P11308. AID 624246. hit rate 0.028% among 370,000; active = well fitted inhibition curve with a large enough effect in the polarisation, with a control signal flat; inconclusive = small, poorly fitted or top-dose-only effect, or effect the other way, or a change in a side signal; inactive = no such curve, though single readings can be large or run the other way; the % refers to the polarisation;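 also: polarization taken with two DNA probes labelled with fluorescein and Texas red; potency is read from the fitted curve at half-maximal effect; % of control where 0% means no effect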
#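 His-tagged ERG Ets domain (1 uM in the protein solution; 300mM KCl, 50mM Tris-HCl, 1mM EDTA, 1mM DTT, pH 7.5) received compound, then a probe mix of 5 nM fluorescein-DNA and 100nM Texas-615-DNA. Fluorescence polarization was read for both dyes.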
# 12-LOX inh: ALOX12 (human) lipoxygenase inhibition | purified 12hLO, xylenol orange hydroperoxide absorbance | Potency, µM (doses to about 108 µM), for inactives: at the top dose activity change, negative = inhibition, usual class: inhibitors | hit rate 1.1% among 580,000 | P18054 | AID 1671190; also: potency is read from the fitted curve at half-maximal effect; % is scaled to controls: 0 for no effect and ±100 for the full control effect
# Target sequence (P18054 whole entry, looked up): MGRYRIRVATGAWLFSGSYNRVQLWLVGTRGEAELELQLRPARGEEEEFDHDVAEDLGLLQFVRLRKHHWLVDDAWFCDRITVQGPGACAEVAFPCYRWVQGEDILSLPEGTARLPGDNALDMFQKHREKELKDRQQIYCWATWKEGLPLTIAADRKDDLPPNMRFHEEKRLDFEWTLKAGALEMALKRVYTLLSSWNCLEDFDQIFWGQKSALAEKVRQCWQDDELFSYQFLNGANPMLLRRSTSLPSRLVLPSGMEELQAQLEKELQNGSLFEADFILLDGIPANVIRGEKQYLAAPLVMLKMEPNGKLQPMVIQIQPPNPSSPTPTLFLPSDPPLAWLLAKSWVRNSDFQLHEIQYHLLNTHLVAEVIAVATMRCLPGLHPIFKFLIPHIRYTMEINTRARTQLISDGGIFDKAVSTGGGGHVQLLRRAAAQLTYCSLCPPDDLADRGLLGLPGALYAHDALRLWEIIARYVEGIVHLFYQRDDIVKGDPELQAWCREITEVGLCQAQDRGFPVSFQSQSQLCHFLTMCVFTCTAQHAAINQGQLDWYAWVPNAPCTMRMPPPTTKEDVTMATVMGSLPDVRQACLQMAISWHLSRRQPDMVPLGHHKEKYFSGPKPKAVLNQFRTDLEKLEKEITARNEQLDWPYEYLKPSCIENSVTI
#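 Purified human 12hLO (150 nM final) in 25 mM Hepes, 0.01% Triton X-100, pH 7.0 was preincubated 15 min at room temperature with compound. Then 40 uM arachidonic acid was added, 30 min. Hydroperoxide was read by Fe-XO absorbance ratio 573/405 nm.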
# LDHA inh: inhibitors of human lactate dehydrogenase A | P00338 | purified LDHA, NADH/diaphorase-resazurin fluorescence; stronger effect = lower value | activity change, % (values are at about 110 or 230 µM) | hit rate 0.15% among 480,000; in the data active = activity change below about -30%; inconclusive = mostly about -25% to -30%;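 also: plate controls were DMSO wells for no effect and wells without enzyme for full effect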
#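 LDH5 2 nM; NADH 0.06 mM, pyruvate 0.2 mM; 200 mM Tris pH 7.4, EDTA, Tween-20; 5 min RT. Detection: diaphorase 0.133 mg/mL + resazurin 37 µM, fluorescence ex540/em590 at 0 and 20 min; normalized to enzyme-free and DMSO wells.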
# Vif-A3F inh: Vif-A3F binding inhibition. AID 602313. HeLa A3F-eYFP + Vif (tagged APOBEC3F with the HIV-1 protein that degrades it), YFP fluorescence increase. hit rate 0.2% among 390,000. Potency, µM (highest dose often 46.1 µM), without a hit: at the highest dose activity, negative = active; also: potency is read from the fitted curve at half-maximal effect; % of control where 0% means no effect; nearly all actives have a fitted effect of over 65% in size
#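 Fluorescence increase (Ex 488/Em 500-530) after overnight compound treatment at 37 deg C flags inhibition of Vif-driven A3F-eYFP loss in stable HeLa A3F-eYFP/Vif cells seeded overnight beforehand.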
# RGS4 inh: human RGS4 inhibition; P49798; Transcreener GDP fluorescence polarization, RGS4-accelerated GTP hydrolysis; Potency, µM (series often up to 114 µM), inactives show at the top dose activity change, negative = inhibition, actives largely listed as inhibitors; hit rate 0.039% among 390,000; also: potency is read from the fitted curve at half-maximal effect; % is scaled to controls: 0 for no effect and ±100 for the full control effect; nearly all actives have a fitted effect of over 75% in size; some results filed as inactive show a strong effect at the top dose
#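 MLSMR compounds (23 nl, pin-transferred) preincubated 10 min at room temperature with a 500nM (2x) first reagent, then RGS4 at 900nM (2x) plus Transcreener GDP mix added; fluorescence polarization (620/688 nm) read before and after 90 min at 30 °C.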
# The depositor's hits bear a star; ? = inconclusive; · = not tested or not shown; & = joins results of further samples; [ ] = dose if it differs, or a comment. Unless noted, calls follow the shape of the dose curve; as a rule, active = well fitted curve in the direction sought with a large enough effect; inconclusive = small, poorly fitted or top-dose-only effect, or another doubt; inactive = no such curve, though single readings can be large; an effect the other way counts as inactive or inconclusive. The list is partial. The share of hits here may be higher or lower than overall.
SMILES,Glioma ERSR ind,D2 antagonist,D2 agonist,Vif-APOBEC3G blk,ERG-DNA inh,12-LOX inh,LDHA inh,Vif-A3F inh,RGS4 inh
NC(=O)c1ccc(NC(=O)CN2CCN(c3ccc(Cl)cc3)CC2)cc1,-3%,·,·,-2%,9%,2%,-19,3%,10%
OCCn1c(-c2ccc3c(c2)OCO3)csc1=Nc1ccccc1,-4%,13,0.8,-5%,2%,?,-1,·,-30%
Brc1ccc(-c2nnc(-c3ccccc3Br)o2)cc1,-1%,-23,0.8,-5%,7%,-1%,-2,-6%,-11%
CCOC(=O)c1c(-c2cccc(C)c2)csc1NC(=O)C1CC=CCC1C(=O)O (stereo not given),?,-6,0.6,4%,-13%,55%[activator],-4,1%,-19%
COC(=O)c1ccc(COC(=O)CNS(=O)(=O)c2ccccc2)cc1,-3%,-14,-1.6,3%,1%,?,-1,-14%,-1%
COc1cccc(-n2cnc3sc(C)cc3c2=O)c1,-9%,1,-0.7,0%,14%,1%,-10,-5%,10%
O=C(c1ccccc1NS(=O)(=O)c1ccc(F)cc1)N1CCCCC1,-5%,6,0.4,1%,5%,4%,-2,-9%,-20%
COc1ccc(/C=C/C(=O)N(C)c2ccccc2C(=O)O)cc1,2%,6,0.7,-1%,1%,-3%,-1,-13%,-10%
O=S(=O)(c1ccc(-n2cnnn2)cc1)N1CCC(N2CCCCC2)CC1,-3%,11,-0.5,0%,4%,-6%,-2,-11%,26%
COCCn1c(SCc2ccccc2)nc2c1c(=O)[nH]c(=O)n2C,-1%,-17,-1.8,-8%,15%,?,-3&0,7%,-25%[56.9 µM]
CC1(C(=O)NNC(=S)NCc2ccco2)CC1(Cl)Cl (stereo not given),-2%,14,0.4,0%,-3%,-4%,-13,-4%,-4%
CCn1c(SCC(=O)NCc2cccs2)nnc1-c1cccs1,-5%,-2,-0.6,4%,-11%,2%,5,-6%,7%
O=C(NNC(=O)c1sccc1-n1cccc1)c1ccc(F)cc1,0%,-11,0.2,5%,0%,14%,2,3%,-15%[56.9 µM]
CC[C@H](CO)NCCN[C@H](CC)CO,-3%,15,-1.8,0%,-15%,2%,-3,-1%,-3%
CCc1ccccc1N1CC(c2nc3ccccc3n2CCC2CCCCC2)CC1=O (stereo not given),-10%,·,0.8,-13%,-1%,28µM*,-4,3%,11%
Cn1cc(/C=C2/SC(=O)N(CC(=O)Nc3ccc4c(c3)OCO4)C2=O)c2ccccc21,-3%,·,·,-3%,·,?,0,-25%,22%
CC(C)=NOCC(=O)Nn1c(COc2ccccc2)nc2ccccc2c1=O,2%,-14,-0.8,0%,?,16%,-8,6%,18%
O=C(CCOc1ccccc1)N1CCN(S(=O)(=O)c2cccs2)CC1,2%,9,-0.1,2%,-7%,2%&53%,11&-4,-6%,-2%
N#CC(C#N)=CNc1cccnc1,-3%,19,-0.1,-1%,9%,11%,-5,-6%,20%
O=C(OC(C(=O)Nc1ccc([N+](=O)[O-])cc1Br)c1ccccc1)c1ccccc1 (stereo not given),-1%,1,0.0,-2%,-4%,?,-6,?,-18%
CC1CN(C(=O)c2cc3c(=O)n4ccccc4nc3s2)CC(C)O1 (stereo not given),-2%,-15,0.6,1%,3%,-8%,1,-1%,-11%
NS(=O)(=O)c1ccc(S(=O)(=O)N2CCCC(c3ccccc3)C2)cc1 (stereo not given),1%,·,·,0%,·,-19%,-12,0%,·
CN(C)CCOC1c2ccccc2CSc2ccccc21 (stereo not given),-4%,·,·,-15%,10%,?,-1,1%,-15%
COc1ccc(OC)c(NC(=O)Nc2ccc(O)c3ccccc23)c1,6%,·,·,?,7%,?,39,2%,-41%
COc1cc(C2C(C#N)=C(N)Oc3cc(O)ccc32)cc2c1OCO2 (stereo not given),1%,21,-0.6,?,-5%,?,-5,-5%,-4%[11.4 µM]

# The list continues:
SMILES,Glioma ERSR ind,D2 antagonist,D2 agonist,Vif-APOBEC3G blk,ERG-DNA inh,12-LOX inh,LDHA inh,Vif-A3F inh,RGS4 inh
CCOC(=O)c1c(C)c(C#N)c2c3ccccc3ccn12,-3%,15,-0.5,3%,-2%,0%,-5,-5%,16%
O=C(NC(=S)Nc1ccc(S(=O)(=O)Nc2ccccc2)cc1)C1CC1,-7%,-6,2.7,-4%,1%,?,-6,2%,-11%
Cc1cccc(N2C(=O)CC(N3CCOCC3)C2=O)c1 (stereo not given),0%,2,0.6,-2%,-8%,14%,-3,-8%,-3%
Cc1cc2c(c(=O)n1C)C(Cc1ccccc1)C(C#N)=C(N)O2 (stereo not given),0%,1,0.3,1%,-5%,?,0,-1%,7%
O=C(CNC(=O)c1ccc2c(c1)OCO2)N/N=C(Br)/C=C/c1ccccc1,-4%,-15,-1.2,?,10%,-3%,-1,-3%,-18%
Cc1coc2c(C)c3oc(=O)cc(-c4ccccc4)c3cc12,-1%,·,·,1%,-7%,-6%,-2,2%,-25%
CCOC(=O)c1sc(NC(=O)C(C)C)c(C#N)c1C,-1%,-3,0.5,-5%,-1%,-27%,-5,-25%,?
CN(C)CCOC(=O)C1(c2ccccc2)CCCC1,-2%,16,-0.5,0%,-4%,?,-7&-8,-9%,29%
CC1CCCCC1NC(=O)c1cccc(NC2=NC3CS(=O)(=O)CC3S2)c1 (stereo not given),-4%,-9,0.8,-3%,10%,2%,1,-3%,?
CCCCNC(=O)C1(C)CCCCN1C(=O)c1c(F)ccc(C)c1F (stereo not given),2%,·,·,-1%,·,2%,-9,·,·
O=S(Cc1ccccc1)CC(O)(c1ccc(Cl)cc1)c1ccc(Cl)cc1 (stereo not given),-2%,19,0.7,-11%,-3%,-4%,10,-6%,9%
CC(C)CN(C(=O)COC(=O)CN1C(=O)c2ccccc2C1=O)c1c(N)n(Cc2ccccc2)c(=O)[nH]c1=O,-3%,10,-0.2,2%,2%,2%,-4,9%,-7%
O=C(C[C@H]1C/C=C\CC[C@H](Cc2ccc(F)cc2)C(=O)O[C@@H](c2ccccc2)CNC1=O)N[C@H](CO)Cc1ccccc1,-6%,·,·,?,-8%,?,-21,5%,14%
NC(CS(=O)O)C(=O)O (stereo not given),-5%,·,·,0%,-12%,-1%,-4,4%,-20%
COc1ccc(-c2ccnc3nc(/N=C/N(C)C)nn23)cc1,-1%,-8,1.1,-8%,4%,?,0,-1%,1%
CCOC(=O)CNC(=O)C(=O)c1c(O)[nH]c2ccccc12,-7%,3,0.3,0%,-17%,?,6,3%,11%
CCOc1ccccc1C(=O)Nc1ccc(S(=O)(=O)Nc2cc(OC)nc(OC)n2)cc1,-3%,-12,-0.1,0%,0%,-25%,-3,-9%,-10%
CN(C)c1ccc(C(=O)NNC(=O)Nc2ccccc2)cc1,-1%,-5,0.3,2%,-5%,3%,2,-11%,8%
O=C(N/N=C/c1ccccc1C(F)(F)F)c1ccc(O)cc1,13%,3,·,-3%,-6%,-2%,-20,-2%,31%
O=C(c1ccc(Cl)cc1)C1CCCN(Cc2cnn(-c3ccccc3)c2)C1 (stereo not given),-5%,4,-0.5,3%,-1%,·,-8,2%,5%
Cc1cccc(C)c1NC(=O)c1ccccc1C(=O)O,-3%&-4%,·,·,-7%,3%,?,0,1%,15%
Cc1cc(-c2ccc(S(=O)(=O)N3CCc4ccccc4C3)s2)on1,-2%,-11,-0.3,2%,-16%,0%,-4,-3%,45%
COc1ccc(OC)c(NC(=O)COC(=O)/C=C/c2ccccc2Cl)c1,-5%,6,-0.9,0%,-8%,6%,-2,8%,-3%
CCN(C(=O)COC(=O)c1ccc(Cl)c(S(=O)(=O)N2CCCCC2)c1)C1CCS(=O)(=O)C1 (stereo not given),-3%,·,·,0%,-10%,2%,-6,-12%,4%
CC(C)C[C@@H](CN)NC(=O)c1nc[nH]c1C(=O)N[C@@H](C)C(=O)CNC[C@H](C)NC(=O)c1nc[nH]c1C(=O)N[C@@H](Cc1ccccc1)C(=O)O,-4%,·,·,0%,15%,45%[activator],3,4%,-5%

# Continued.
SMILES,Glioma ERSR ind,D2 antagonist,D2 agonist,Vif-APOBEC3G blk,ERG-DNA inh,12-LOX inh,LDHA inh,Vif-A3F inh,RGS4 inh
Cc1noc(NS(=O)(=O)c2ccc(NC(=O)CCCOc3ccc(Cl)cc3Cl)cc2)c1C,-3%,-6,-0.6,-4%,4%,-18%,-16,9%,-4%
Cc1ccc(-c2cc(-c3ccccc3O)nc(N/N=C/c3cccnc3)n2)cc1,5%,·,·,-2%,·,16%,-6,?,-4%
CC(C)N1CCC(N2CCN(C3CCCC3)CC2CCO)CC1 (stereo not given),-3%,13,1.9,1%,9%,1%,-2,12%,-1%
CCc1nc2ccc(C(=O)N3CCN(S(=O)(=O)CC)CC3)cn2c1N(CC)C(=O)NCCc1ccccc1,3%,·,·,1%,·,?,-2,·,·
O=C(OCC(=O)N(C1CCCCC1)C1CCCCC1)c1ccc(O)cc1,-5%,-17,1.2,-5%,-4%,56%[activator],2,8%,5%[56.9 µM]
NC(=O)c1nsc(C(=O)N(c2ccc3c(c2)OCO3)C(C(=O)NCC2CCCO2)c2ccc(F)cc2)c1N (stereo not given),11%,-22,0.1,-7%,-6%,21%,8,6%,-14%
Cc1ccc(S(=O)(=O)N2CCC(C)CC2)c([N+](=O)[O-])c1,0%,-2,17,0%,?,?,-14,-2%,?
